# Compound activity deposited in PubChem by several laboratories.
# SKN-1 inh: C. elegans SKN-1 inhibition. AID 624304. inhibition, % at 21.8 µM. C. elegans VP596 Pgst-4::GFP/RFP ratio, acrylamide-induced, 24 h. 360,000 tested, 0.49% active;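 active = interference check ratio from 0.5 to 1.5 plus GFP to RFP signal ratio inhibition reaching or exceeding a fixed threshold, cut at about 30% in these data, passing the limit was not always enough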; note: some compounds called inactive have numbers as strong as hits
# Neddyl block: cullin neddylation inhibition. 360,000 tested, 0.58% active. calls only at 25 µM. TR-FRET cullin neddylation, biochemical. AID 651699. P61081+Q13564; in the data active = inhibition above about 36%
# FAS-TE inh: inhibitors of human fatty acid synthase thioesterase domain; inhibition, % at 15 µM; AID 602261; 360,000 tested, 0.67% active; P49327; recombinant FAS-TE, OMFH fluorogenic substrate, fluorescence endpoint;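 active = compounds whose normalised, plate-corrected inhibition of enzyme fluorescence in the single-dose primary screen is 50% or more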;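 note: 0% = DMSO with enzyme and 100% = substrate without enzyme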
# MT1-MMP act inh: inhibitors of human MT1-MMP activation. P50281. HT1080 RFP-PRO-GFP cells, GFP/RFP ratio fluorescence, overnight; percent of plate control window, DMSO zero. GFP/RFP ratio change, % at 20 µM. 360,000 tested, 0.061% active. AID 651647;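 active = GFP/RFP ratio change of at least 30% with cell ATP level not reduced by more than half and red fluorescence within 50% of control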; note: strong numbers were not always called active
#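 Assay system: HT1080 RFP-PRO-GFP cells | Dosing: 20 µM single dose, 1% DMSO | Incubation: Cells overnight before dosing, compound overnight, 37 °C, 5% CO2 | Evaluation: GFP/RFP fluorescence ratio | Control set: DMSO-only wells and HT1080 RFP-L50D-GFP cell wells as references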
# eLon inh: inhibitors of E. coli Lon protease; P0A9M0; purified E. coli Lon protease, fluorescence polarization; inhibition, % at 7.94 µM; 360,000 tested, 0.42% active; in the data active = inhibition above about 13%, passing the limit was not always enough;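 note: 0% = enzyme with probe and DMSO and 100% = no enzyme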
# Target sequence (P0A9M0 whole entry, looked up): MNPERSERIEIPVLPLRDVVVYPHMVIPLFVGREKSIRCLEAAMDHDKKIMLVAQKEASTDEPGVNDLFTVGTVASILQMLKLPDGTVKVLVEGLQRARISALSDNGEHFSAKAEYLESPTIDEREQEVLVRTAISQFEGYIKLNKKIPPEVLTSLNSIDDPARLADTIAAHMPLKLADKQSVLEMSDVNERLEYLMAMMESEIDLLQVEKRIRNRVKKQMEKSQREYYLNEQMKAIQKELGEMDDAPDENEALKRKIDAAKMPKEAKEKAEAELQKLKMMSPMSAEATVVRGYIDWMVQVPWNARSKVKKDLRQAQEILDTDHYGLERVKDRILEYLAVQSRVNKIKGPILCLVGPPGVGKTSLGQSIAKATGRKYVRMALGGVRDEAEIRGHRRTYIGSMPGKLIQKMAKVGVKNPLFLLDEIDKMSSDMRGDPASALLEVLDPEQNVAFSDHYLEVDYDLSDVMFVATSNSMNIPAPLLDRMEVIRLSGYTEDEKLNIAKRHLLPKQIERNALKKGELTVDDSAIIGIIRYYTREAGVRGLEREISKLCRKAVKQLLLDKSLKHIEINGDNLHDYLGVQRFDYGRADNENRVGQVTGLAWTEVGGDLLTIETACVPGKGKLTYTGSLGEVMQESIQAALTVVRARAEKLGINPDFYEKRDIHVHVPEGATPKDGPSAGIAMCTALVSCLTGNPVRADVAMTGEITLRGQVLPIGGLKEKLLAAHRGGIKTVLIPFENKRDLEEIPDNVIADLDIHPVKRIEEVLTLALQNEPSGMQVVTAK
# Rin1 Abl inh: inhibitors of human Rin1-Abl protein interaction; 360,000 tested, 0.4% active; TR-FRET Rin1/Abl binding, biochemical; AID 588664; P00519+Q13671; inhibition, % at 7.35 µM; in the data active = inhibition above about 5%, passing the limit was not always enough
# NRP1-CendR mod: alters CendR peptide binding to human NRP-1; O14786; FAM-RPARPAR peptide binding to NRP-1, fluorescence polarization; inhibition, % at 25 µM; 360,000 tested, 0.85% active;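 active = inhibition or corrected inhibition above about 18%, plus a signal ratio from 0.5 to 1.5, limit read from the data, passing the limit was not always enough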; note: strong numbers were not always called active
# MsrA inhibitor: inhibits bovine methionine sulfoxide reductase A; purified bovine MsrA, absorbance read-out; 360,000 tested, 0.75% active; AID 651718; inhibition, % at 15.5 µM; in the data active = inhibition above about 4.5%;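 note: 0% = vehicle wells with enzyme and 100% = reference inhibitor wells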
# MsrA act: activators of bovine methionine sulfoxide reductase A. purified bovine MsrA, absorbance read-out. activation, % at 10.6 µM. 360,000 tested, 0.3% active; in the data active = activation above about 7.5%;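 note: 0% = vehicle and 100% = reference activator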
# * hit, by the source's call; i = inactive; . = no result given; + = active, no number. Compounds were not picked by outcome, and some 4.2% of all compounds hit somewhere here.
SMILES,SKN-1 inh,Neddyl block,FAS-TE inh,MT1-MMP act inh,eLon inh,Rin1 Abl inh,NRP1-CendR mod,MsrA inhibitor,MsrA act
COc1cccc(C(NC(C)=O)c2nc(-c3ccc4ccccc4c3)cs2)c1 (configuration not stated),14,i,20,-6,-5,-4,-8,0.7,0
CCN(CC)S(=O)(=O)c1ccc(N/N=C/c2ccc(O)cc2O)nc1,4,i,2,-8,-7,-3,-7,4.3,-3
Cc1nonc1CN(C)C(=O)CC1C(=O)NCCN1Cc1ccccc1F (configuration not stated),-1,i,-3,-2,-12,0,8,1.2,-6
O=C(CNc1cccc(S(=O)(=O)N2CCOCC2)c1)N1CCc2ccccc21,-10,i,5,7,-2,-1,1,-0.1,-4
CCOC(=O)CCC(=O)Nc1cccc([N+](=O)[O-])c1,17,i,0,4,-5,0,18,-1.2,-3
Cc1cc(NC(=O)c2ccc(Cn3cc([N+](=O)[O-])cn3)o2)no1,8,i,-1,-1,-8,-3,-2,0.3,-2
O=C(Nc1nc(-c2ccccc2)c(-c2ccccc2)s1)c1ccc(S(=O)(=O)N2CCCC2)cc1,-3,i,67*,6,-4,1,-10,-0.2,-10
CC(C)c1ccc(NC(=O)C2=NNC(=O)CC2)cc1,2,i,-1,-1,-3,-2,-5,1.3,-2
COc1ccc(CN(C)S(=O)(=O)c2nnc(NC(=O)c3ccccc3OC)s2)cc1OC,5,i,1,2,-7,-5,-9,-0.4,-8
O=C1CN(C(=O)COC(=O)c2ccc([N+](=O)[O-])s2)c2ccccc2N1,9,i,1,7,-3,0,-21,.,41*
COc1ccc(-n2c(=O)c3ccccc3n(CC(=O)NC3CCCC3)c2=O)c(OC)c1,0,i,-10,-1,-8,-1,2,-1.1,-5
COc1ccc(S(=O)(=O)N2CCCCCC2)cc1C(=O)N(C)CC(=O)Nc1c(Cl)cccc1Cl,-12,i,-2,2,-8,2,8,-0.4,-2
Nc1nc(N2CCOCC2)cc(=O)[nH]1,-12,i,-8,-2,10,3,11,1.2,0
O=C(CSc1ccc(C(F)(F)F)cc1[N+](=O)[O-])Nc1ccccc1,18,i,3,-1,37*,1,6,-0.9,0
CC[n+]1c(/C=C/N(C)c2ccccc2)oc2ccc(Cl)cc21,10,i,-17,2,5,-3,-20,2.1,-6
CCOCCCNC(=O)c1ccccc1OC1CCN(S(C)(=O)=O)CC1,5,i,-2,1,-4,2,11,-1.4,-1
Cc1nc2ccccc2nc1NS(=O)(=O)c1ccc(N)cc1,-7,i,-10,4,2,-1,1,1.1,-10
COc1cc(OC)nc(NC(=O)CCl)n1,5,i,-7,0,1,-1,-4,0.3,-2
COC(=O)c1c(NC(=O)CC2SC(N)=NC2=O)sc2c1CCCC2 (configuration not stated),20,i,-3,1,-1,1,3,-0.3,3
COc1ccccc1N1CCN(S(=O)(=O)CCNC(=O)C2CCCC2)CC1,-1,i,-10,4,2,3,-10,-1.3,-10
CCOc1ccc(Cc2nnc(SCC(=O)Nc3c(C)cccc3C)[nH]c2=O)cc1,-5,i,-2,6,7,3,2,2.2,-7
CC1CCN(C(=O)c2ccc(NC(=O)C3CCCO3)cc2)CC1 (configuration not stated),2,i,-7,-3,-3,-1,22,-1.9,-1
CN(Cc1cn(C)nc1-c1ccc(Oc2ccccc2)cc1)C1CCOC1 (configuration not stated),-9,i,-6,3,-11,0,-4,-1.1,-6
COc1ccc(Cc2nc3ccc(C(=O)NCCc4ncccc4C)cc3o2)cc1OC,0,i,-8,2,-5,-3,9,-1.4,-2
Cc1cc(NC(=O)CSc2nnc3ccc(-c4ccccc4)nn23)no1,-9,i,-9,2,-10,2,-2,1.1,-4
CCOc1cc(C(=O)OCc2cc(=O)n3c(C)csc3n2)ccc1OC,-1,i,-11,-7,8,-1,3,2.0,-1
CN1CCc2c(sc(/N=C/c3cc(C(C)(C)C)ccc3O)c2C#N)C1,23,i,2,-6,-23,0,-52,-0.1,-3
CCC(c1nnc(SCC(=O)Nc2ccc(N3CCOCC3)cc2)n1Cc1ccccc1)N(C)C (configuration not stated),2,i,-6,7,-11,1,27*,2.0,-11
COc1cc2c(cc1NC(=S)NC(=O)/C=C/c1ccco1)oc1ccccc12,8,i,6,2,4,0,-11,0.5,-2
CNCc1nc2ccccc2[nH]1,-12,i,-9,-1,0,1,-2,-0.2,-11
Cc1ccc(N(C)C(=O)c2cc(S(=O)(=O)N3CCc4ccccc43)cn2C)cc1,-2,i,8,-4,5,2,-5,-0.9,-8
CC(=O)N1CCN(c2ccc(NC(=O)c3ccccc3Br)cc2Cl)CC1,6,i,-4,-2,5,0,-20,0.1,-2
COc1ccc2nc(SC(C)C(=O)NC3CCCCC3)[nH]c2c1 (configuration not stated),19,i,0,5,2,1,-5,0.4,-1
O=C1c2ccc(-c3ccc(F)cc3OCc3ccccc3)cc2S(=O)(=O)c2cccc(C(=O)N3CCN(c4ncc(Cl)cc4Cl)CC3)c21,-5,i,17,11,-11,0,4,-0.2,-11
CCOC(=O)c1cnc(NCc2ccccc2)nc1C,-32,i,-6,.,8,-1,17,0.1,-14
COc1cc(C(=O)NCC(=O)NC(C)c2ccc(-n3ccnc3)cc2)cc(OC)c1OC (configuration not stated),16,i,-4,-1,-14,2,6,0.3,1
CCN(CC)CCNC(=O)Cn1c(-c2ccccn2)nc2ccccc21,5,+,-10,3,-5,3,2,-0.2,2
CCc1nnc(NC(=O)c2cccc(OC)c2)s1,18,i,-6,2,-6,0,-2,0.8,-4
COc1ccc2oc(-c3ccccc3)cc(=O)c2c1,25,.,10,4,0,0,-16,0.4,-3
Cc1cccc(C)c1N(CC(=O)NCc1ccccc1)C(=O)c1csnn1,-18,i,-3,-7,-2,-1,9,-0.7,-3

# Records above marked active in MsrA act.
canonical_smiles	SKN-1 inh	Neddyl block	MT1-MMP act inh	eLon inh	Rin1 Abl inh	NRP1-CendR mod	MsrA inhibitor	MsrA act
O=C1CN(C(=O)COC(=O)c2ccc([N+](=O)[O-])s2)c2ccccc2N1	9	i	7	-3	0	-21	.	41*

# The results go on.
SMILES,SKN-1 inh,Neddyl block,FAS-TE inh,MT1-MMP act inh,eLon inh,Rin1 Abl inh,NRP1-CendR mod,MsrA inhibitor,MsrA act
CN(CCc1ccccn1)C(=O)CN(C)S(=O)(=O)c1ccc2c(c1)c(=O)n(C)c(=O)n2C,-31,i,-5,4,-22,2,-6,-0.6,-13
COc1ccc([N+](=O)[O-])cc1NC(=O)CSCc1ccccc1C,0,i,48,2,2,-6,0,0.5,-8
O=C(CSc1nc(-c2ccc(F)cc2)nc2c1Cc1ccccc1O2)Nc1cccc(C(=O)O)c1,-12,i,7,.,-5,4,-42,0.4,-14
O=C(CCc1nnc2n(Cc3ccc(F)cc3)c(=O)c3ccccc3n12)NCCN1CCOCC1,-6,i,2,0,3,0,-24,1.1,-8
COc1ccc(CCN2CCCn3c2nc2c3c(=O)n(C)c(=O)n2C)cc1OC,5,i,2,-2,9,1,0,-1.2,-4
COc1ccc(-n2ncc3c2CC(C)(C)CC3NC(=O)c2ccoc2C)cc1 (configuration not stated),4,i,3,0,-6,-2,0,-0.3,0
Nn1c(SCC(=O)Nc2ccc(Oc3ccccc3)cc2)nnc1C1CC1,23,i,-12,2,7,-3,3,-0.8,-2
O=C1CNC(=O)N1,-3,i,-46,7,-10,-4,-8,0.9,-2
CC1Cc2cc(-c3csc(NC(=O)Cc4cccs4)n3)ccc2N1S(C)(=O)=O (configuration not stated),2,i,51*,-7,5,1,-2,-0.1,-4
COc1ccc(S(=O)(=O)N2CCCCCC2)cc1C(=O)N(C)Cc1ccc(C)cc1,9,i,18,1,5,2,7,-1.3,-1
COc1ccc(C(=O)Oc2cc(/C=N/NS(=O)(=O)c3ccccc3)ccc2OC)cc1,3,i,13,2,-9,-1,0,0.9,-5
CCOC(=O)c1ccc(-c2ccc(/C=N/NC(=O)c3cncc(Br)c3)o2)cc1,4,i,-15,3,-5,6,-81,1.5,-2
Clc1cccc(Cl)c1Cn1cnc(=NCc2ccco2)c2[nH]cnc21,20,i,-18,-5,-5,0,-15,2.0,-3
Cn1cnnc1SCC(=O)Nc1sccc1C#N,-12,i,-9,.,2,4,7,-0.8,-13
Cc1ccc(-c2cc(C(=O)Nc3cccnc3)[nH]n2)c(O)c1C,-7,i,-8,1,-8,0,-19,-0.6,2
COC(=O)c1cn(Cc2ccccc2C)nn1,-3,i,-9,-1,7,-3,6,0.4,-2
COCCCNC(=O)CN(c1cc(Cl)cc(Cl)c1)S(C)(=O)=O,0,i,0,1,-5,4,-8,0.1,-4
Cc1cc(C(=O)Nc2nc3c(s2)CCCC3)no1,14,i,-5,-1,-16,-6,-3,0.6,-5
COc1c2ccoc2c(OC[C@@H](O)C(C)(C)O)c2oc(=O)ccc12,10,i,-12,3,-11,0,1,0.9,-2
O=C(O)CCCCCNC(=O)CCn1cnc2ccccc2c1=O,-6,i,-4,2,3,0,-12,0.8,1
COC(=O)C[C@@H]1C[C@H]2c3cc(N(C)C)ccc3O[C@H]2[C@H](CO)O1,-9,i,-9,1,-1,-3,-1,.,-2
Oc1ccccc1N1CCN(CC(O)COC2CCCc3ccccc32)CC1 (configuration not stated),-16,i,-3,3,0,2,-3,-1.3,-11
Cc1nnc(SCSc2nnc(C)s2)s1,-13,i,-7,-1,-2,4,9,-0.3,3
COc1cc(C)c(CN2CCSCC2)cc1C,7,i,-4,1,-9,0,-11,-1.0,-2
COC(=O)C1=COC(OC2OC(CO)C(O)C(O)C2O)C2C1C=CC2(O)CO (configuration not stated),9,i,-2,3,-6,3,-6,-0.1,-2
CCCCOCCCNC(=O)C[C@@H]1C[C@@]2(C(=O)OCC)CCCC=C2N(CCc2ccc(OC)c(OC)c2)C1=O,2,i,.,1,.,.,-19,-1.1,.
COc1ccc2oc(=O)c(C(=O)Oc3ccc(NC(C)=O)cc3)cc2c1,0,i,-7,4,4,1,-1,0.1,-14
Cc1oc(-c2ccccc2F)nc1CSCC(=O)NC1CC1,6,i,-4,-1,-7,-4,9,-0.5,-1
Cc1ccc(/C=C(\C#N)C(=O)NCC2CCCO2)o1 (configuration not stated),-2,i,-14,-2,-1,-2,-5,5.2*,-10
Nc1nc(NC(=O)C(Cl)(Cl)Cl)nn1-c1ccccc1,4,i,-14,-5,3,-2,12,-1.7,-3
COc1ccc(C(=O)CCc2ccc(OC)c(OC)c2)cc1,7,i,4,0,3,0,3,0.0,-1
Cc1ccc(CNC(=O)c2ccc3c(c2)S(=O)(=O)c2ccccc2C3=O)o1,-18,i,8,0,4,3,4,-1.6,-3
COc1ccc(NC(=O)C2CCN(C(=O)Cc3ccccc3)CC2)c(OC)c1,2,i,-1,2,-2,2,-5,-0.9,-10
Cc1cc(/C=C(\C#N)c2nc3ccccc3[nH]2)c(C)n1C,22,i,-13,1,9,-2,-52,1.2,-3
Cc1ccc(SCC(=O)NC(=O)NCc2ccccc2)c(C)c1,-4,i,0,-3,2,-1,8,0.6,-1
CCn1cc(C(=O)NCCC(C)C)c(=O)c2cc(F)c(N3CCN(C)CC3)cc21,3,+,-29,1,-2,1,2,-0.3,-8
O=C(C1CCCO1)N1CCN(S(=O)(=O)c2ccc(F)cc2)CC1 (configuration not stated),16,i,-10,-2,-4,0,-4,0.3,-7
Cc1cccc(NC(=S)NNC(=O)c2ccccc2Br)c1,-16,i,-8,.,9,3,-13,-1.3,-9

# In a second layout: results already given.
mol | SKN-1 inh | Neddyl block | FAS-TE inh | MT1-MMP act inh | eLon inh | Rin1 Abl inh | NRP1-CendR mod | MsrA inhibitor | MsrA act
Cc1oc(-c2ccccc2F)nc1CSCC(=O)NC1CC1 | 6 | i | -4 | -1 | -7 | -4 | 9 | -0.5 | -1
Cc1ccc(/C=C(\C#N)C(=O)NCC2CCCO2)o1 (configuration not stated) | -2 | i | -14 | -2 | -1 | -2 | -5 | 5.2* | -10
Nc1nc(NC(=O)C(Cl)(Cl)Cl)nn1-c1ccccc1 | 4 | i | -14 | -5 | 3 | -2 | 12 | -1.7 | -3
